OX1R antag – antagonists of human orexin 1 receptor (OX1R); inhibition, % at 6.6 µM; AID 485270, 2010; 330,000 tested, 1.8% active; OX1R-expressing cells, FRET antagonist read-out; in the data active means inhibition mostly above about 38%, no sharp cut-off; inactive means mostly below about 40%;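 further: 0% = agonist challenge alone and 100% = reference antagonist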
Target sequence (O43613 whole entry, looked up): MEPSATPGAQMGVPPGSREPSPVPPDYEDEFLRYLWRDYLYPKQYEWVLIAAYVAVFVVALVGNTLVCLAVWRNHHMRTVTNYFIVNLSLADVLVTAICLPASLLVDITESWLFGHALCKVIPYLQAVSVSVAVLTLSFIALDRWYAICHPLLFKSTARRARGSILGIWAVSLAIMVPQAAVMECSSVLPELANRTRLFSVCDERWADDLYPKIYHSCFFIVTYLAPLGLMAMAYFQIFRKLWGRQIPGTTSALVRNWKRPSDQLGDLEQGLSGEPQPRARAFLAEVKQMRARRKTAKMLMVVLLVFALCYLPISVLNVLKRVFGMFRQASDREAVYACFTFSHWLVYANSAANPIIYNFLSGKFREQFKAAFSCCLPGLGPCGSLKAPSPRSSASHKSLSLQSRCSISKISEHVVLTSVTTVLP
STK33 kinase inh – inhibitors of purified STK33 kinase, primary screen, biochemical, ADP-Glo luminescence, homogeneous, cell-free; MBP phosphorylation; 320,000 tested, 0.073% active; Serine/threonine-protein kinase 33 (Homo sapiens), Q9BYT3; inhibition, % at 10 µM;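 active means inhibition at or above 25%, using the most active replicate where run in duplicate; inactive means inhibition below 25%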
Target sequence (Q9BYT3 whole entry, looked up): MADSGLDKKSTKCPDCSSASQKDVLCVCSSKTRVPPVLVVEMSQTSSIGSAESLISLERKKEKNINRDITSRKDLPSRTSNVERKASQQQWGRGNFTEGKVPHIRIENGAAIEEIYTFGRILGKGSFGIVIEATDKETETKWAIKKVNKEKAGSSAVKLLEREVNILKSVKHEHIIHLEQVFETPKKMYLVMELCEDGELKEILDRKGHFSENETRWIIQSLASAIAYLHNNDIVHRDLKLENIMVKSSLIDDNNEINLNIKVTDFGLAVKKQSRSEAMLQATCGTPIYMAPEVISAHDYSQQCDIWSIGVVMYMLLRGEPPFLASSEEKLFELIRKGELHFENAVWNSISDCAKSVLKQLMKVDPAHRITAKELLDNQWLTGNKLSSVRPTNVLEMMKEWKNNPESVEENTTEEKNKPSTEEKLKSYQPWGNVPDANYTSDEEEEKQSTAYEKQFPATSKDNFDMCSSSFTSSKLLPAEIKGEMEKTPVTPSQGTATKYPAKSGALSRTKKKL
An asterisk follows results filed as active; / = no result given.

SMILES | OX1R antag | STK33 kinase inh
S=C(NCc1ccco1)Nc1cccc(Cl)c1Cl | 22 | 0.9
CCN(CC(=O)Nc1ccc2c(c1)OCO2)S(=O)(=O)c1ccccc1 | 12 | -0.1
NNC(=O)c1cc2cc(OC(F)(F)F)ccc2[nH]1 | 14 | -2.0
Cc1ccc(C(=O)/C=C2\NCCNC2=O)cc1 | 69 | -5.3
COCCNC(=O)/C(C#N)=C/c1c(N2CCN(c3ccccc3)CC2)nc2c(C)cccn2c1=O | 19 | -0.3
O=C(OCc1nc2ccccc2s1)C1CCN(S(=O)(=O)c2cccs2)CC1 | 15 | -0.1
Cc1ccc(C)c(N(C)C(=O)CCS(=O)(=O)c2cccc3nonc23)c1 | 41 | 1.2
Cc1noc(C)c1C(=O)Nc1nc(-c2ccc([N+](=O)[O-])cc2)cs1 | 18 | 0.0
O=C(CSc1nnc(-c2cccnc2)n1-c1ccccc1)Nc1ccccc1 | 6 | -1.0
CCc1cc2c(=O)n(Cc3ccco3)c(SCC(=O)NCC3CCCO3)nc2s1 (stereo unspecified) | 8 | -1.3
Cc1ccc(-c2nc(S(=O)(=O)c3ccccc3)c(SCC(=O)NCC3CCCO3)o2)cc1 (stereo unspecified) | 30 | -0.2
Cn1cc(/C=N/n2cnc3scc(-c4ccc(Cl)cc4)c3c2=O)c2ccccc21 | 19 | 0.8
N#Cc1ccc(C(=O)NCC(c2ccco2)N2CCCCC2)cc1 (stereo unspecified) | -3 | -0.9
CC(C)C(NC(=O)CCNC(=O)c1ccc(C(C)(C)C)cc1)c1nc2ccccc2[nH]1 (stereo unspecified) | 8 | 0.3
Cc1cc(C(=O)COc2cccc3cccnc23)c(C)n1C | 25 | -0.7
COc1ccc(NC(=O)CN(C)C(=O)c2ccc(C)s2)cc1 | 6 | 0.5
COCCn1c(Sc2ccc(C)cc2)nc2c1c(=O)[nH]c(=O)n2C | 9 | -1.3
Cc1cccc(CSc2nnc([C@@H]3CCCN3)o2)c1 | 4 | -0.9
CCOc1ccc(OCCCC(=O)Nc2nc3ccccc3[nH]2)cc1 | 7 | -1.0
N#Cc1ccccc1NC(=O)CNc1ccccc1N1CCCCC1 | 7 | -1.0
COc1ccc(C(=O)Nc2cnccn2)cc1[N+](=O)[O-] | 37 | -1.4
CCC(=O)Nc1ccc(NC(=O)c2ccccc2)nc1 | 13 | -0.3
Nc1nc(Nc2ccccc2)nc(NC2CCCCC2)c1[N+](=O)[O-] | 17 | -1.4
Cc1cc(C)cc(C(=O)NCC(=O)OCc2nc(N)nc(Nc3ccccc3C)n2)c1 | 4 | -1.1
CN(C[C@@H](Cc1cccc2ccccc12)N(C[C@H](Cc1ccccc1)N(CCc1ccccc1)N=O)N=O)N=O | 34 | -1.0
Remaining list, next part:
SMILES | OX1R antag | STK33 kinase inh
Cc1cccc(OCCNS(=O)(=O)c2ccc(Cl)cc2)c1 | 9 | -0.2
Cc1cccnc1NC(=O)C1CC(=O)N(c2ccc3c(c2)OCCO3)C1 (stereo unspecified) | 1 | -1.0
Cc1ccc(-c2nnc(OCc3nc4ccccc4n3C)c3ccccc23)cc1 | 6 | 0.0
Cc1ccc(S(=O)(=O)NC(C(=O)N2CCOCCOCCOCC2)C(C)C)cc1 (stereo unspecified) | 18 | 0.4
O=S(=O)(Nc1ncccn1)c1ccc(NC(=S)Nc2ccccc2Cl)cc1 | 5 | 0.5
CC(C)CN(C(=O)CCCSc1nc2ccccc2[nH]1)c1c(N)n(Cc2ccccc2)c(=O)[nH]c1=O | 18 | -0.8
COc1ccc(/C(C)=N\n2cnnc2)cc1 | 11 | -0.9
N#CC(=C=[N-])/C=C(\C(=O)c1ccccc1)[n+]1ccccc1 | 9 | 1.5
COC(=O)[C@@H]1[C@@H](C)N(Cc2ccccc2)C(=O)N[C@H]1c1cccc(C(F)(F)F)c1 | 16 | -1.2
Cc1ccc(N2C(=O)c3ccc(C(=O)NCCN4CCOCC4)cc3C2=O)cc1 | 82* | -1.3
CC(C)NC(=O)Nc1cccc2c1O[C@H](CN(C)S(=O)(=O)c1ccc(F)cc1)[C@@H](C)CN([C@H](C)CO)C2=O | 6 | /
CCOc1cc(NCc2ccccc2)c2ncn(C(C)C)c2c1 | 25 | 5.5
Cc1cc(S(=O)(=O)N2CCCC2)ccc1OCC(=O)NCc1ccco1 | 11 | -1.5
Cn1nnnc1SCC(=O)Nc1cc(C(=O)O)cc(C(=O)O)c1 | 1 | 0.5
COCCCNC(=O)CSc1nc2ccccc2c(=O)n1CCC(=O)NCCc1ccc(OC)c(OC)c1 | 13 | -2.3
O=C(Nc1ccc2c(c1)OC1(CCCC1)O2)C1CC1 | 16 | -0.1
COCc1[nH][nH]c(=O)c1C=Nc1ccc(F)cc1F | 13 | -1.2
COc1ccc(C(=O)NCCS(=O)(=O)NCC2CCCO2)cc1 (stereo unspecified) | 5 | -1.2
O=C(NCCCN1CCOCC1)c1cc(S(=O)(=O)N2CCOCC2)ccc1Cl | 4 | -0.8
O=C1C(Cl)=C(N2CCN(Cc3ccccc3)CC2)C(=O)N1c1ccccc1 | 32 | 4.8
CC(C)(C)c1nc(NCC2CCCO2)c2nnn(Cc3ccccc3)c2n1 (stereo unspecified) | 15 | -1.3
CCNc1nc(NC(C)C)nc(OCC)n1 | 9 | 0.7
O=C(CSCC(=O)Nc1ccc2ccccc2c1)NCc1ccccc1 | 17 | -1.7
COc1ccc(CCNC(=O)CCS(=O)(=O)c2ccc3c(c2)NC(=O)C(C)S3)cc1OC (stereo unspecified) | 10 | -1.6
O=C(NCCCNc1ccc(C(F)(F)F)cc1[N+](=O)[O-])c1cc(F)c(F)cc1Cl | 11 | -1.1
The listing continues:
SMILES | OX1R antag | STK33 kinase inh
COc1cc(OC)nc(Oc2ccccc2/C=N/O)n1 | 2 | -0.8
CCCC(=O)N=c1sc2c(OC)ccc(OC)c2n1C | 15 | -2.6
COc1cccc(-c2cc(C(=O)N3CCN(S(=O)(=O)c4ccc(Br)cc4)CC3)[nH]n2)c1 | 8 | -0.1
CSC1=N/C(=C\c2cccc(Cl)c2)C(=O)N1N(C)C | 8 | -2.6
CCNC(=O)CC1C(=O)N(c2cccc(OC)c2)C(=O)N1CCOC (stereo unspecified) | 10 | -0.7
O=C(CNCCc1ccccc1)Nc1ccc(C(=O)N2CCCCC2)cc1 | 22 | 0.6
NC(=O)c1ccsc1NC(=O)COC(=O)c1ccc([N+](=O)[O-])o1 | 25 | -1.0
COc1ccc(Cc2nnc(Nc3ccc4c(c3)OCCO4)[nH]c2=O)cc1 | 16 | -0.4
CC1CC(C)CN(C(=O)Cc2c(C(=O)O)[nH]c3ccc(Cl)cc23)C1 (stereo unspecified) | 16 | 0.6
Cc1cccc(C(=O)NC(=S)NNC(=O)c2ccc(Cl)cc2)c1 | -7 | -2.1
Clc1ncnc2scc(C3COc4ccccc4O3)c12 (stereo unspecified) | 4 | 0.1
CN(C)S(=O)(=O)Oc1ccccc1C(=O)Nc1ccc(F)cc1 | 10 | -0.3
CCOC(=O)/C(C#N)=C1/C=CN(c2ccc(C)cc2)C=N1 | 23 | -5.3
Cc1cccc(OC(=O)NCCOC(=O)N(O)c2ccc(Cl)cc2)c1 | 15 | 0.3
COc1ccc(NC(=O)CCOc2cc(C)ccc2C)cc1S(=O)(=O)N1CCCCC1 | 1 | -0.9
COc1ccccc1C(=O)NC(C)c1cccc2ccccc12 (stereo unspecified) | 34 | -0.1
COc1cc2c(c(OC)c1OC)-c1ccc(NC(=O)c3ccccc3)c(=O)cc1[C@@H](NC(C)=O)CC2 | / | 0.0
O=C(O)c1c(F)c(F)c(F)c(F)c1-c1ccc(Cl)cc1 | 10 | -0.8
COc1ccc([N+](=O)[O-])cc1NC(=O)CSCc1cc(C)cc(C)c1 | 34 | -0.3
O=C(OCc1c(-c2ccccc2)ncc2ccccc12)c1ccc(F)cc1 | 9 | -0.6
O=C(Cc1ncc(C(F)(F)F)cc1Cl)Nc1cccc(Br)c1 | 15 | -0.4
COC(=O)c1ccc(OCC(O)CN2CCc3cc(OC)c(OC)cc3C2c2ccccc2)cc1 (stereo unspecified) | 35 | 0.1
CCc1nn(CC(=O)Nc2cc(C)ccc2C)c(=N)s1 | 1 | -2.0
O=C(NN=C1CCCCCC1)c1ccc(Br)o1 | 13 | -1.9
COc1ccc(NC(=O)CN(C)C(=O)c2ccccc2Sc2ncnc3sc(C)c(C)c23)cc1 | 19 | -1.1
(further entries)
SMILES | OX1R antag | STK33 kinase inh
O=C(CCc1ccccc1)Nc1ccc(N2CCOCC2)cc1 | -2 | 0.7
COCCCN(C(=O)Nc1cccc(Cl)c1)C(C)c1ccccn1 (stereo unspecified) | 3 | -0.3
Cc1cc(NS(=O)(=O)c2ccc(NC(=O)COc3ccc(Cl)cc3)cc2)no1 | 34 | -1.3
CN(C(=O)c1ccccc1C(=O)OCC(=O)c1ccc(F)cc1)c1ccccc1 | 1 | -0.7
CCn1cc(C(=O)NCCCN2CCCC(C)C2)c(=O)c2cc(S(=O)(=O)N3CCOCC3)ccc21 (stereo unspecified) | 12 | -0.8
COc1cc(C(=O)NCC(=O)N2CC=C(c3ccccc3)CC2)cc(OC)c1OC | 14 | -0.4
O=c1ccc(Br)c[nH]1 | 19 | -1.9
COc1ccccc1NC(=S)N(Cc1ccco1)Cc1cc2cc(C)ccc2[nH]c1=O | 19 | 1.2
Cc1cccc(Cn2ccc(N)n2)c1 | 4 | -0.4
CCN(C(=O)COc1ccccc1)C1CCCCC1 | 8 | -1.5
COc1cccc(CNC(=O)Cn2ccc3cc(S(=O)(=O)N4CCCCCC4)ccc32)c1 | 7 | -1.5
CCOC(=O)C1(Cc2cccc(OC)c2)CCCN(S(=O)(=O)N(C)C)C1 (stereo unspecified) | 17 | 0.4
COc1ccc(C2CC(=O)Oc3ccc(C(C)(C)C)cc32)cc1 (stereo unspecified) | 23 | -0.7
COC(=O)Cn1c2nc3ccccc3nc2c2cccc(C)c21 | / | -1.1
CC(=O)Cc1nsc(NC(=O)c2ccc(COc3ccccc3)o2)n1 | 35 | -0.2
CCS(=O)(=O)N1CCN(Cc2c[nH]c3ccccc23)CC1 | 1 | -1.1
Cc1cccc(OCc2nnc(SCC(=O)Nc3cc(C)on3)n2C)c1 | -1 | 1.8
O=C(Oc1ccc(-n2cnnn2)cc1)c1ccccc1 | 6 | -0.5
Cc1n[nH]c(=O)nc1NC(C)c1ccccc1 (stereo unspecified) | -3 | -0.4
Cc1nc2nc(COc3ccccc3)nn2c(C)c1Cl | 19 | -4.9
Cc1ccc(CNC(=O)Nc2ccc3c(c2)N(C)C(=O)CS3)cc1 | 13 | -1.6
CC(=O)Nc1cccc(C(=O)N2CCN(Cc3ccccc3)CC2)c1 | 3 | -1.4
COc1cccc(CN(C(=O)c2cnccn2)C(C(=O)NC2CCCCC2)c2cc(OC)c(OC)c(OC)c2)c1 (stereo unspecified) | 7 | 0.1
COc1ccc(/C=N/Nc2nc(-c3cccc(S(=O)(=O)N4CCCC4)c3)cs2)cc1OC | 26 | /
COc1ccccc1NC(=O)CCNC(=O)c1ccc(C)cc1 | / | -0.8

One compound at a time, as listed above. Order of values: OX1R antag	STK33 kinase inh
COc1ccccc1NC(=O)CCNC(=O)c1ccc(C)cc1 reads /	-0.8
CCS(=O)(=O)N1CCN(Cc2c[nH]c3ccccc23)CC1 reads 1	-1.1

The results go on:
SMILES | OX1R antag | STK33 kinase inh
O=C(CSc1nnnn1-c1ccc(F)cc1)NNC(=O)c1ccco1 | 21 | -1.4
c1ccc(CCc2nc(-c3ccncc3)no2)cc1 | 4 | -0.6
COc1ccc(N(CC(=O)N2CCN(c3ccc(F)cc3)CC2)S(=O)(=O)c2c(C)noc2C)cc1 | 20 | 1.4
CCOc1ccc(NC(=O)NC2CCCc3ccccc32)cc1 (stereo unspecified) | 10 | 0.2
COc1cccc(CNC(=O)c2cc(S(=O)(=O)N3CCOCC3)ccc2N2CCCC2)c1 | -2 | 0.1
Cc1cccc(Nc2nc(N)nc(CSc3nccn3C)n2)c1 | 0 | 1.2
Cc1cc(NC(=O)CSc2nnc(CNC(=O)c3ccc(F)cc3)o2)no1 | 9 | -1.0
COc1ccc(NC(=O)N2CCN(C(=O)C(Cc3ccc(F)cc3)NC(C)=O)CC2)cc1 (stereo unspecified) | 5 | -1.9

Among those listed so far, 13 contain an aryl thioether with sulfur outside any ring.
SMILES | OX1R antag | STK33 kinase inh
O=C(CSc1nnc(-c2cccnc2)n1-c1ccccc1)Nc1ccccc1 | 6 | -1.0
CCc1cc2c(=O)n(Cc3ccco3)c(SCC(=O)NCC3CCCO3)nc2s1 (stereo unspecified) | 8 | -1.3
Cc1ccc(-c2nc(S(=O)(=O)c3ccccc3)c(SCC(=O)NCC3CCCO3)o2)cc1 (stereo unspecified) | 30 | -0.2
COCCn1c(Sc2ccc(C)cc2)nc2c1c(=O)[nH]c(=O)n2C | 9 | -1.3
Cc1cccc(CSc2nnc([C@@H]3CCCN3)o2)c1 | 4 | -0.9
CC(C)CN(C(=O)CCCSc1nc2ccccc2[nH]1)c1c(N)n(Cc2ccccc2)c(=O)[nH]c1=O | 18 | -0.8
Cn1nnnc1SCC(=O)Nc1cc(C(=O)O)cc(C(=O)O)c1 | 1 | 0.5
COCCCNC(=O)CSc1nc2ccccc2c(=O)n1CCC(=O)NCCc1ccc(OC)c(OC)c1 | 13 | -2.3
COc1ccc(NC(=O)CN(C)C(=O)c2ccccc2Sc2ncnc3sc(C)c(C)c23)cc1 | 19 | -1.1
Cc1cccc(OCc2nnc(SCC(=O)Nc3cc(C)on3)n2C)c1 | -1 | 1.8
O=C(CSc1nnnn1-c1ccc(F)cc1)NNC(=O)c1ccco1 | 21 | -1.4
Cc1cccc(Nc2nc(N)nc(CSc3nccn3C)n2)c1 | 0 | 1.2
Cc1cc(NC(=O)CSc2nnc(CNC(=O)c3ccc(F)cc3)o2)no1 | 9 | -1.0
